# OXTR potentiator – potentiates the human oxytocin receptor response; 320,000 tested, 0.061% active; P30559; CHO-OTR cells, Fluo-8 calcium fluorescence, potentiator mode; 0% = oxytocin EC15, 100% = EC100; AID 2445; activation, % at 3 µM;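 active = activation above that plate's cutoff, the mean activation of tested compounds plus 3 SD, cut at about 6.6% in these data, passing the limit was not always enough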;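 note: 100% uses oxytocin at 75 nM as the full agonist control; some results filed as inactive read as strong as hits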
# Target sequence (P30559 whole entry, looked up): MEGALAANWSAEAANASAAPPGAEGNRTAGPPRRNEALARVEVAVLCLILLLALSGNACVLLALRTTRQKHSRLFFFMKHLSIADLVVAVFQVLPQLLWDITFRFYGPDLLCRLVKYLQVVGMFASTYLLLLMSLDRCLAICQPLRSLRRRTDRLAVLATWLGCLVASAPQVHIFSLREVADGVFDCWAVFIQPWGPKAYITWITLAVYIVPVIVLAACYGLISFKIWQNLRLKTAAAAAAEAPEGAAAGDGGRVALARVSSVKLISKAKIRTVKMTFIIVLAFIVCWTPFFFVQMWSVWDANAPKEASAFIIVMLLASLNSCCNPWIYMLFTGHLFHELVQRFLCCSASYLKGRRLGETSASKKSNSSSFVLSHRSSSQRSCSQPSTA
#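 Assay system: CHO-OTR cells, human receptor / Also added: oxytocin at about EC15, sub-maximal agonist stimulus / Dosing: single dose, 3.0 µM nominal final compound concentration / Incubation: 6 min pre-incubation, 100 s read / Technique: Fluo-8 calcium dye fluorescence / Read-out: % activation vs EC15 and EC100 oxytocin / Benchmarks: EC15 oxytocin low, 75 nM oxytocin high / Replicates: singlicate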
# OXTR ag – activates the human oxytocin receptor. AID 2435. activation, % at 3 µM. CHO-OTR cells, Fluo-8 calcium fluorescence; normalized: DMSO 0%, oxytocin 100%. 320,000 tested, 0.32% active. P30559;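 active = activation above the mean of all tested compounds plus 3 SD, cutoff set per screening run, cut at about 20% in these data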;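 note: peak over basal fluorescence ratio from a 100 s FLIPR kinetic read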
# CHO-K1 Ca PAM – nonselective activator or artifact in parental CHO-K1 calcium assay; ATP EC20, Fluo-8 calcium fluorescence; 0% at ATP EC20, 100% at ATP max; activation, % at 3 µM; 360,000 tested, 0.02% active; AID 602247;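 active = activation above the run cutoff, the mean activation of all test compounds plus 3 SD, cut at about 40% in these data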;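 note: peak over basal fluorescence ratio in a 140 s read after ATP addition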
# CHO-K1 Ca antag – nonselective inhibitor or artifact in parental CHO-K1 cells; ATP-induced calcium, Fluo-8 fluorescence; inhibition, % at 3 µM; 360,000 tested, 0.6% active;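 active = inhibition above a per-plate cutoff, the plate's mean sample inhibition plus 3 SD, cut at about 24% in these data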;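 note: 0% = DMSO plus EC80 ATP and 100% = DMSO alone without ATP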
# V1aR counter – V1a receptor agonism, counter-screen for OXTR agonists. CHO-V1R cells, Fluo-8 calcium fluorescence, agonist mode; 0% DMSO, 100% 3 nM vasopressin. activation, % at 3 µM. 320,000 tested, 0.25% active;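 active = activation above the mean activation of all tested compounds plus 3 SD, per screening run, cut at about 20% in these data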;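 note: signal is peak over basal fluorescence ratio across a 100 second FLIPR read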
# Target sequence (P37288 whole entry, looked up): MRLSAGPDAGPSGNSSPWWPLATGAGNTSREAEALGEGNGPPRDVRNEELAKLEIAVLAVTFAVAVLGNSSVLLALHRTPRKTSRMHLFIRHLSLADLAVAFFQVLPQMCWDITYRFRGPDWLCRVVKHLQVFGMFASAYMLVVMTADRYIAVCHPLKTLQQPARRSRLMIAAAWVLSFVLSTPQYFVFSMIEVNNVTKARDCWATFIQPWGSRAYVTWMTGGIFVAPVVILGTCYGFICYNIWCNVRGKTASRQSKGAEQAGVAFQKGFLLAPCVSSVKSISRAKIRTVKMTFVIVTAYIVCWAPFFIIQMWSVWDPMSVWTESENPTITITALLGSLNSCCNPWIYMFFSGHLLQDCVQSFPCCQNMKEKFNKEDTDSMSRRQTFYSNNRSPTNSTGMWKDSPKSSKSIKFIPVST
# TAAR1 antag – antagonists of human TAAR1. 360,000 tested, 1.5% active. CHO RD-HGA16 TAAR1, Fluo-8 calcium fluorescence, antagonist. AID 624466. Q96RJ0. inhibition, % at 3 µM;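 active = inhibition above a per-plate cutoff, the mean inhibition of test compounds on that plate plus 3 SD, cut at about 49% in these data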;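 note: 0% = DMSO plus EC80 beta-PEA response and 100% = DMSO alone without agonist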
#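 Test system – hTAAR1-expressing CHO RD-HGA16 cells, Gα16-coupled · Reagent – β-PEA at EC80 concentration, post-compound challenge · Compound dosing – 3 µM, single point · Timing – 140 s kinetic read after compound, 140 s after agonist · Detection – Fluo-8 intracellular calcium dye fluorescence, real-time kinetic reads · Control set – DMSO and EC80 PEA controls · Repeats – n of 1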
# CHO parental Ca – signal in parental CHO cells, OX1R antagonist counter-screen | parental CHO-K1, ATP-induced calcium, Fluo-8 fluorescence | inhibition, % at 5.6 µM | 330,000 tested, 0.63% active | AID 463079;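 active = inhibition above that plate's mean sample inhibition plus 3 SD, cut at about 26% in these data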;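 note: 0% = ATP-challenged DMSO wells and 100% = DMSO wells without ATP; some compounds past the cut are filed as inactive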
#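 Test system: untransfected parental CHO cell line. Compound: one dose, 5.6 µM nominal. Detection: intracellular calcium via Fluo-8 no-wash fluorescent dye. Measure: % inhibition. Benchmarks: ATP-challenged DMSO wells low, unchallenged DMSO wells high.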
# GPR7 antag – antagonists of human GPR7 (neuropeptides B/W receptor 1); P48145; GPR7-expressing cells, fluorescence antagonist assay; inhibition, % at 4.4 µM; 290,000 tested, 1.1% active; AID 1861; in the data active = inhibition above about 16%, passing the limit was not always enough;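 note: cells stimulated with the agonist NPW; 0% = agonist with vehicle and 100% = vehicle without agonist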
# M1 ag parental – counter-screen for M1 agonists: effect in parental CHO-K1 cells. AID 602248. activation, % at 3 µM. 360,000 tested, 0.48% active. Fluo-8 calcium fluorescence; scaled to maximal ATP response, vehicle zero; in the data active = activation above about 15%;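 note: untransfected CHO-K1 host cells lacking M1 receptor as counterscreen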
# An asterisk follows results filed as active; nt = not tested or not shown.
# Screens in order: OXTR potentiator, OXTR ag, CHO-K1 Ca PAM, CHO-K1 Ca antag, V1aR counter, TAAR1 antag, CHO parental Ca, GPR7 antag, M1 ag parental
O=C(Nc1cc(C(F)(F)F)ccc1F)C1CCCCC1
 : 2.3, -0.7, 14.8, -19.0, -1.2, nt, -9.8, -8.0, -0.7
COCC(=O)Nc1ccc2c(c1)[C@@H]1C[C@H](CC(=O)OC)O[C@@H](CO)[C@@H]1O2
 : nt, nt, -12.2, 24.1*, nt, -10.9, nt, nt, -0.2
COCCNC(=S)N1CCN(c2cccc(C(F)(F)F)c2)CC1
 : -17.9, 2.5, 13.9, -2.6, 3.8, -13.0, 17.9, 0.5, 2.0
Cc1ccc(S(=O)(=O)N(C)c2ccc3c(c2)C(=O)c2ccccc2-3)cc1
 : nt, nt, 14.8, -2.7, nt, -8.8, nt, nt, 1.5
COC(=O)c1ccc(CSC2=NC[C@@H]3[C@@H]4C(=O)N(C)C(=O)[C@@H]4[C@](Cc4ccccc4)(C(=O)OC)N23)cc1
 : nt, nt, -2.1, -16.0, nt, -11.5, -4.7, nt, 0.9
CCc1nc2c(OCCOC)cccn2c1N(C)C(=O)Nc1ccccc1OC
 : nt, nt, 16.5, 4.7, nt, 8.2, nt, nt, 0.0
COc1ccc(CCN(C)C(=O)Cn2c(=O)oc3ccccc32)cc1OC
 : -10.1, 0.6, 6.2, -9.0, 0.0, -13.2, -1.0, -2.8, 0.4
CCOC(=O)Cc1nnc(NC(=O)Nc2ccccc2)s1
 : -21.6, -1.7, 17.8, -7.6, 2.4, 26.0, -14.8, -5.1, 1.1
COc1ccc2c(COC(=O)CNC(=O)C34CC5CC(CC(C5)C3)C4)cc(=O)oc2c1
 : -4.0, 0.0, 7.4, -8.9, 1.0, -13.1, -7.5, 0.5, 2.7
CCOC(=O)Nc1cc(NC(=O)OCC)ncn1
 : nt, nt, -6.7, -1.4, nt, -13.9, nt, nt, -0.1
C=CCOC(=O)C1=C(C)NC(=O)NC1c1ccc(OCC)cc1 (stereo not drawn)
 : -15.2, -0.4, 24.2, -16.9, 0.2, -15.3, -5.6, -14.8, 1.4
CCCCCCCCN1C(=O)[C@H](CC(=O)NCc2cccc(C(F)(F)F)c2)C[C@@]2(C(=O)OCC)CCCC=C12
 : nt, nt, 17.9, -1.9, nt, -25.2, nt, nt, -0.2
Cc1ccc2c(CC(=O)NCCc3ccc(S(N)(=O)=O)cc3)coc2c1
 : 9.3*, 0.5, 15.4, -6.6, -0.9, -31.5, -4.9, -7.6, 0.5
CS(=O)(=O)NCCSCc1ccco1
 : 5.2, -0.4, 5.7, -17.2, 0.0, -15.2, -6.5, -5.8, 0.6
O=C(Nc1cc(Cl)ccc1N1CCOCC1)c1ccc(N2CCCC2=O)cc1
 : -6.7, 0.4, 7.0, -3.1, 1.1, -20.8, -13.5, nt, 1.1
COCc1cc(C)nc(SCc2ccc(Cl)cc2)c1C#N
 : -9.7, -0.3, 19.0, -14.0, 0.1, 18.5, -23.1, -14.6, 0.9
CN1CCN(c2c(F)cc3c(=O)c(C(=O)O)cn4c3c2OCN4C)CC1
 : -4.0, 0.4, 11.8, -15.1, -0.2, -16.7, -16.9, -13.1, 1.3
COc1ccc(S(=O)(=O)N2Cc3ccccc3CC2C(=O)Nc2nccs2)cc1 (stereo not drawn)
 : -11.1, 0.7, 21.8, -14.7, 1.2, -3.1, 7.9, -5.5, 2.4
CN(C)S(=O)(=O)c1ccc(Cl)c(NC(=O)CN2CCN(c3ccccn3)CC2)c1
 : nt, nt, -8.6, 3.3, nt, -20.7, nt, -13.4, 2.2
Cc1nonc1C1CCCN1C(=O)c1cc(COc2ccc(F)cc2F)on1 (stereo not drawn)
 : -0.6, 3.2, 9.5, -10.7, 0.5, -22.3, -9.2, -2.7, 1.9
CCN(CC)S(=O)(=O)c1ccc(N2CCOCC2)c(NC(=O)C2CSC3(C)CCC(=O)N23)c1 (stereo not drawn)
 : -2.1, -0.5, 3.9, -6.9, 0.8, -11.7, 9.6, 1.1, 0.6
CC(=O)Nc1cccc(NC(=O)C2CC(=O)N(CCc3ccc(F)cc3)C2)c1 (stereo not drawn)
 : 2.3, 0.3, 7.7, -17.9, -0.4, -18.3, -4.1, -6.2, 0.5
C[C@@H]1CN([C@H](C)CO)C(=O)CCCn2nncc2CO[C@@H]1CN(C)C(=O)Nc1ccc(N2CCN(C)CC2)cc1
 : nt, nt, 2.2, -1.5, nt, -25.5, nt, nt, 0.5
CCN(CC)S(=O)(=O)c1cc(C(=O)Nc2cc(S(=O)(=O)N3CCOCC3)ccc2N2CCN(C)CC2)ccc1C
 : nt, nt, 4.0, 2.5, nt, 5.4, nt, nt, 0.2
CCCNC(=O)Nc1cccc(NC(C)=O)c1
 : -1.2, 0.3, 13.2, -9.2, -0.6, -14.8, 2.9, -20.9, 0.4
COc1ccc2oc(C(=O)Nc3cccc(S(=O)(=O)N4CCOCC4)c3)c(C)c2c1
 : nt, nt, 5.5, -17.5, nt, 12.8, nt, nt, 5.0
O=C(NCCCN1CCCC1=O)C(=O)Nc1cccc(F)c1
 : 1.8, 2.0, 12.4, -15.1, 1.6, -1.6, -10.7, nt, 2.1
COc1ccc(OC)c(C2CC(c3ccccc3)=NN2C(=S)Nc2ccccc2)c1 (stereo not drawn)
 : 1.0, -1.5, 11.7, -7.5, 0.1, -22.0, -16.6, -4.1, -0.1
CCOC(=O)CSc1nc(N(C)C)nc(N(C)C#N)n1
 : -6.2, 4.4, -2.7, -2.0, -0.5, 1.4, -7.6, 13.3, -0.2
COc1ccc(-c2sc(Nc3ccccc3)n[n+]2-c2ccc(F)cc2)cc1Br
 : -11.0, 0.2, -1.4, -6.8, 0.8, -0.1, -13.8, -2.3, 0.0
CCC/C=N/NC(=O)c1cc(Br)ccc1O
 : -11.2, 10.4, 14.9, -9.8, 7.8, 1.5, -12.8, 4.5, 12.6
CCOC(=O)N/N=C\c1ccc(OC/C=C/c2ccccc2)cc1
 : nt, nt, 1.4, -0.8, nt, 4.4, nt, -8.9, 1.5
CC(C)COc1ccc(C(=O)NNC(=O)c2ccc(=O)[nH]c2)cc1
 : -6.5, -0.1, 13.0, -17.1, 0.8, 103.3*, -8.7, nt, 0.0
O=S(=O)(NCc1ccco1)c1ccc(Cl)nc1
 : -1.1, 0.1, -8.9, 8.8, 0.8, -13.2, -5.2, 10.7, 0.1
COc1cccc(OCC(=O)NNC(=O)c2ccc(-c3ccccc3)cc2)c1
 : -6.7, 0.6, 15.7, -6.5, 2.1, -2.4, -3.2, -2.3, -0.2
N#Cc1cnn2c1nc(N1CCCCC1)c1ccccc12
 : 9.9, -2.8, -6.5, 22.2, -1.2, -9.8, -3.8, -8.6, -0.3
O=C(CSc1nnc(-c2cccnc2)o1)Nc1ccccc1Br
 : -7.2, 1.3, 21.0, -15.0, -0.1, 10.2, -3.3, -11.2, 1.3
COCCCn1c(C)csc1=Nc1cccnc1
 : -2.3, -0.9, 15.1, -2.0, 0.5, -9.6, -7.7, -0.4, 0.2
NS(=O)(=O)c1ccc(CCNC(=O)C(=O)NCC2OCCN2C(=O)c2ccc3c(c2)OCO3)cc1 (stereo not drawn)
 : -1.2, 0.0, -13.6, 28.8*, 0.2, -3.7, -3.9, -17.9, -0.3
COc1ccc([C@@H]2[C@@H]3C(=O)N(C(C)(C)C)C(=O)[C@@H]3[C@]3(Cc4ccccc4)C(=O)N(c4cccc(F)c4)C(=O)N23)cc1
 : 4.5, -0.5, 5.5, -16.5, 0.5, 2.5, -24.8, nt, -0.5
OCCCNC(=S)Nc1ccc(Br)cc1Cl
 : 1.2, 2.1, 7.2, -5.8, -1.2, 6.5, -12.2, -2.2, 0.8
COc1ccc2[nH]cc(C(=O)CN3CCCCC3)c2c1
 : -5.7, 1.6, 8.8, -4.0, 5.7, -9.5, -4.0, -3.7, 3.0
O=C(c1cnc2sccn2c1=O)N1CCc2ccccc2C1
 : -2.3, 1.5, 18.2, -18.7, 0.1, -0.1, -7.7, -0.4, 0.6
CC1(C(=O)NS(=O)(=O)C2CC2)CCN(C(=O)COCc2ccccc2)C1 (stereo not drawn)
 : nt, nt, 6.5, 4.8, nt, -11.0, nt, nt, 0.5
COc1ccccc1CNC(=O)CN1C(=O)NC(C)(c2ccc(C)cc2)C1=O (stereo not drawn)
 : -4.5, 1.3, 11.6, -22.1, -0.3, -8.8, -13.0, 17.2, 0.3
COc1cc(/C=N/NC(=O)c2sc3nc(C)cc(C)c3c2N)ccc1O
 : 0.4, -2.2, 3.5, 0.9, -2.6, 33.6, -10.8, -2.2, 1.1
O=C(CN1CCN(c2ccc(Cl)cc2)CC1)NCc1ccccc1
 : -9.8, 1.5, 0.4, 0.6, 4.5, 5.7, -8.8, -8.3, 1.7
CCOc1ccc(S(=O)(=O)N(C)c2ccc(OCC(=O)N3c4ccc(C)cc4C4CN(C)CCC43)cc2)cc1 (stereo not drawn)
 : -5.0, 1.1, 9.3, -8.1, 0.4, -5.4, -18.1, -5.6, 0.4
O=C(CN1C(=O)NC2(CCCC2)C1=O)Nc1cc(S(=O)(=O)N2CCCCC2)ccc1Cl
 : -6.9, 0.9, -10.8, -3.4, -0.1, 6.2, -13.1, nt, 0.7
CN(C)S(=O)(=O)c1ccc(Cl)c(NC(=O)CN2CCN(Cc3ccc4c(c3)OCO4)CC2)c1
 : -1.4, 1.3, 23.3, -21.5, 6.6, -10.1, -12.7, -16.2, 7.7
CC(=O)NC(CCS(C)(=O)=O)C(=O)Nc1ccc(C)c(F)c1 (stereo not drawn)
 : -7.7, 0.0, 11.4, -5.2, 0.4, -4.8, -3.1, -15.7, -0.1
O=C(CN1CCN(c2ncc(C(F)(F)F)cc2Cl)CC1)NCCNc1ncc(C(F)(F)F)cc1Cl
 : -21.1, -0.3, 4.8, -10.0, 0.0, -7.2, -14.8, -2.2, 0.1
COc1ccc([C@H]2CC(=O)C[C@@H](CCn3ccnn3)O2)cc1
 : nt, nt, 3.2, -2.5, nt, -1.8, nt, nt, 0.5
CN(C)c1ccc(C(=S)N2CCN(c3ccccc3)CC2)cc1
 : -2.1, -1.3, 6.3, 1.4, -0.1, -7.1, -3.2, 7.9, -0.2
Cc1cc(OCCCC(=O)Nc2cc(S(=O)(=O)N3CCOCC3)ccc2N2CCOCC2)ccc1Cl
 : nt, nt, 7.1, -14.5, nt, 35.6, nt, nt, 0.2
Fc1ccccc1COc1ccc2ccccc2c1CNc1nn[nH]n1
 : -4.8, 0.4, 4.0, -0.7, 0.1, -6.7, -13.9, -10.5, 0.0
Cc1cccc(Nc2nnc(SCc3cn4ccsc4n3)s2)c1
 : -10.4, 0.7, 7.3, 5.1, 0.5, 9.6, -8.0, -5.4, 2.1

# Compound activity: PubChem BioAssay, The Scripps Research Institute Molecular Screening Center

# Rows were taken by chance. Share with any hit: about 3.5%.
